Screening results: PubChem, several laboratories
SARS 3CLpro inh: SARS-CoV 3CLpro protease inhibition; P0C6X7; 0.14% of 290,000 active; recombinant SARS-CoV 3CLpro, quenched FRET peptide cleavage; inhibition, % at 6 µM; in the data active = inhibition above about 12%
BH1578 lux ind: inducers of Vibrio cholerae quorum light production without autoinducers; activation, % at 18.7 µM; AID 588436; 0.16% of 350,000 active; V. cholerae BH1578 lux reporter, luminescence, 6 h; in the data active = activation mostly above about 9.7%, no sharp cut-off; inconclusive = no clear call, values can overlap the other calls; inactive = mostly below about 3.7%; note: not every result past the cut was called active; inactives centre near 0; reference of the scale not given here
TcdB inh: blocks C. difficile toxin B glycohydrolase activity; 0.24% of 350,000 active; TcdB glycohydrolase enzymatic assay, plate reader; P18177; inhibition, % at 9.99 µM; in the data active = inhibition above about 10%
MazF activator: activators of E. coli MazEF toxin-antitoxin RNase; 0.32% of 350,000 active; AID 504720; P0AE70; activation, % at 20 µM; FAM/BHQ RNA-DNA oligo cleavage fluorescence, 5 h; in the data active = activation above about 50%
Y pestis TopoI: inhibitors of Yersinia pestis topoisomerase I | Y. pestis Topo-I cleavage product accumulation, plate reader | 0.064% of 360,000 active | activity, % at 10 µM; in the data active = activity above about 50%, passing the limit was not always enough; inconclusive = no clear call, values can overlap the other calls; note: inactives centre near 2
PfHsp40 yeast: restores yeast growth despite PfHsp40 toxicity. S. cerevisiae expressing PfHsp40, growth rescue, ATP luminescence. growth rescue, % at 12.5 µM. 0.68% of 340,000 active. AID 504582; in the data active = growth rescue above about 28%, passing the limit was not always enough; inconclusive = no clear call, values can overlap the other calls;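 note: yeast W303a lacking pdr1 and pdr3 grown in galactose medium; growth measured after three days at 30 °C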
DUSP3 inh: inhibitors of human VHR1 phosphatase (DUSP3); AID 1654; 0.52% of 290,000 active; inhibition, % at 13.3 µM; recombinant VHR phosphatase, pNPP absorbance; P51452; in the data active = inhibition above about 50%; note: some compounds called inactive have numbers as strong as hits
Rv3671c inh: inhibits the M. tuberculosis serine protease Rv3671c. P9WHR9. inhibition, % at 5.96 µM. 0.048% of 320,000 active. AID 2606; in the data active = inhibition above about 38%;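 note: extracellular domain of Rv3671c used as enzyme; 0% = enzyme with DMSO and 100% = no enzyme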
SSB-PriA inh: blocks PriA binding to SSB C-terminal tail | 0.6% of 430,000 active | AID 1272365 | inhibition, % at 33 µM | AlphaScreen SSBct-PriA binding, biotinylated peptide; in the data active = inhibition mostly above about 37%, no sharp cut-off; inactive = mostly below about 20%;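 note: plate controls were negative control peptide for no effect and reference peptide for full effect; strong numbers were not always called active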
Anthrax LF prot: blocks Bacillus anthracis lethal factor protease; multiplex microsphere protease cleavage assay, LF; P15917; inhibition, % at 10 µM; 0.12% of 360,000 active; in the data active = inhibition above about 30%; inconclusive = no clear call, values can overlap the other calls; note: plate controls were buffer without enzyme for full effect and enzyme alone for no effect
Active calls of the source: *; i = inactive; u = inconclusive; x = not tested or not shown; & = joins results of further samples. A portion of the library (hit frequency here may not be typical).

SMILES | SARS 3CLpro inh | BH1578 lux ind | TcdB inh | MazF activator | Y pestis TopoI | PfHsp40 yeast | DUSP3 inh | Rv3671c inh | SSB-PriA inh | Anthrax LF prot
Cc1ccnc(SCCn2c(N3CC(C)CC(C)C3)nc3c2c(=O)n(C)c(=O)n3C)n1 (stereo not drawn) | -2 | 2.9 | x | 9 | 15 | -1.2 | 50 | -4 | -18 | -1
CCS(=O)(=O)c1ccc2oc(Nc3ccc(OC)c(OC)c3)nc2c1 | 5 | -2.8 | 1.2 | 11 | -5 | 0.7 | 11 | -1 | 8 | -1
Cc1ccc(/C=N/NC(=O)NC2CCCCC2)o1 | 7 | -0.6 | 0.8 | 5 | 12 | 0.2 | 14 | -3 | x | -3
COc1ccc(Cc2nnc(NC(=O)c3c(-c4ccccc4)noc3C)s2)cc1 | 4 | i | x | -3 | 0 | 0.9 | 7 | -9 | -6 | -2
CCCCC(c1nnnn1Cc1ccco1)N1CCN(C(=O)c2ccco2)CC1 (stereo not drawn) | 2 | -0.4 | x | -3 | 8 | -0.4 | 20 | 4 | -14 | -2
COc1ccc(NC(=O)CSc2nnc(C3CC3)n2C)cc1 | 7 | -0.2 | 1.5 | 6 | -10 | -0.4 | 12 | 4 | 0 | -4
COc1ccc(CN(C)C(=O)C2CCN(S(=O)(=O)c3cccs3)CC2)cc1F | x | -2.5 | 3.4 | -7 | 11 | 69* | x | 3 | 4 | 0
CCC(CC)c1nc(NCCC(=O)O)c2ccccc2n1 | -9 | i | x | 0 | -4 | -1.1 | 29 | 8 | -4 | -1
CNc1ccc(S(=O)(=O)NCC(=O)NCCCc2ccccc2)cc1[N+](=O)[O-] | -15 | 0.0 | 1.6 | -7 | -4 | -0.2 | 24 | -9 | 7 | -4
N#C/C(=C\c1ccncc1)c1ccc(NC(N)=O)cc1 | 2 | 1.4 | -5.4 | -7 | -2 | -0.3 | 33 | -3 | -14 | -1
CC1=CC(C)(C)N(S(=O)(=O)c2ccc(C)cc2)c2cc(C)ccc21 | 2 | i | x | -8 | 30 | 22 | 16 | -9 | -29 | 1
Cc1cc2c(OCC(O)CN3CCCC3)cccc2[nH]1 (stereo not drawn) | 0 | -0.3 | -0.9 | 4 | -5 | 0.4 | 24 | 9 | 8 | 0
Cc1ccc2c(c1)C(=O)CCCCC(=O)N2 | 0 | 3.6 | 0.2 | -2 | 5 | 0.3 | 0 | 10 | 0 | 1
O=C(CCc1ccccc1)n1nc(-c2ccccc2)nc1NCc1ccco1 | -1 | 0.6 | 0.4 | 0 | -2 | -0.4 | -3 | -1 | -4 | -5
CC(NS(=O)(=O)c1ccc(Cl)c(Cl)c1)C(=O)Nc1cccnc1 (stereo not drawn) | x | i | 0.9 | -2 | 6 | 0.5 | x | 0 | -3 | 3
ON=C1c2ccccc2-c2ccc(F)cc21 | x | i | -0.3 | 10 | 2 | 2.5 | x | x | -2 | -7
Cc1cccc(C2c3[nH]c4ccccc4c3CCN2C(=O)c2cc(C(C)C)nc(N)n2)n1 (stereo not drawn) | 1 | x | 1.2 | -19 | 23 | 0.2 | 38 | 3 | 12 | 0
C[C@H](CCC(=O)O)[C@H]1CC[C@H]2[C@@H]3CC[C@@H]4C[C@H](O)CC[C@]4(C)[C@H]3CC[C@]12C | x | 0.1 | 4.0 | -2 | 14 | 1.9 | x | -11 | -1 | 2
CC1CCCCN1CCNC(=O)C1CCN(S(=O)(=O)N2CCCCC2)CC1 (stereo not drawn) | -1 | -1.5 | x | -13 | 7 | 0.4 | 5 | -5 | -5 | 0
Cn1cnc(S(=O)(=O)Nc2cc(-c3ccc(Cl)cc3)nn2C)c1 | -6 | -0.1 | 0.8 | 4 | 1 | x | -1 | 2 | -5 | u
CC(C)(C)C(=O)CSc1nccc(=O)[nH]1 | -4 | i | -2.2 | -1 | 3 | -0.9 | 8 | 5 | 0 | 0
CCC(=O)N1CCc2cc(S(=O)(=O)CCC(=O)O)ccc21 | -2 | i | x | -3 | -3 | 0.1 | 23 | 2 | -21 | 0
CN(C)C1=NP(N(C)C)(N(C)C)=NC(c2ccccc2)=N1 | 5 | 5.9 | x | -4 | 2 | 0.2 | 6 | -2 | 6 | -4
CCOc1ccc(S(=O)(=O)Nc2ccc(C(=O)N/N=C/c3c(C)nn(-c4ccccc4)c3N3CCCC3)cc2)cc1 | 1 | -0.7 | 0.2 | -4 | -12 | -0.6 | -4 | -14 | x | -2
NNc1nnc2c3cc(F)ccc3n(Cc3ccccc3)c2n1 | 2 | 0.6 | -1.7 | 15 | 1 | -0.7 | -8 | 2 | -9 | 11
COC(=O)c1ccc(NC(=O)C(=O)N2CCN(C(=S)Nc3ccc(C)cc3)CC2)cc1 | 1 | -0.1 | 1.7 | 4 | 4 | 0.0 | 7 | -12 | 3 | -1
COc1ccc(S(=O)(=O)Nc2cccc3c2O[C@H](CN(C)C(=O)NC(C)C)[C@@H](C)CN([C@H](C)CO)C3=O)cc1 | x | i | 3.1&1.2 | -1 | 9 | -0.1 | x | 5 | 99* | -6
O=C(Nc1ccccc1Cl)c1cc(C2CCCN(C(=O)C3CCCCC3)C2)on1 (stereo not drawn) | x | -0.7 | 2.0 | x | 26 | x | x | x | x | 0
CC(C)Cc1nnc(NS(=O)(=O)c2ccc([N+](=O)[O-])cc2)s1 | -1 | i | 2.2 | -6 | -14 | -2.7 | -6 | -5 | -23 | -4
O=C(NCCC(=O)N1CCN(S(=O)(=O)c2ccccc2)CC1)c1ccc(Br)cc1 | x | i | 3.7 | -3 | 6 | -0.6 | x | 0 | -2 | 0
CCc1nc2ccc(C(=O)NCCCN3CCCC3=O)cn2c1N(C)C(=O)Nc1ccccc1OC | x | 0.0 | -2.9 | x | -1 | x | x | x | x | -6
Cc1nn(S(=O)(=O)c2ccccc2)c(C)c1S(=O)(=O)N1CCOCC1 | -2 | i | 1.2 | -5 | -4 | -0.4 | -3 | 0 | -11&-11 | -3
O=C(O)C1CCCCC1C(=O)Nc1ccc2c(c1)OCO2 (stereo not drawn) | 1 | -3.1 | 1.3 | 9 | -7 | 0.2 | 6 | -1 | 5 | -4
CCOC(=O)c1sc(Nc2nc(C)cc(C)n2)nc1C | -1 | -0.4 | 0.7 | 4 | 5 | 0.3 | -19 | 3 | -2 | -16
N/C(=N\OC(=O)c1ccc(Cl)cc1)c1ccn[nH]1 | -3 | i | 1.3 | 0 | 12 | 34* | 0 | -1 | x | 1
COc1ccc(NC(=O)CCS(=O)(=O)c2ccccc2Cl)cc1S(=O)(=O)Nc1ccc(Cl)cc1 | 8 | 6.9 | 2.3 | -6 | -4 | 0.9 | 15 | -26 | 0 | -7
CC(=O)c1ccc(N2CCN(CC(O)c3ccccc3)CC2)cc1 (stereo not drawn) | -2 | -0.2 | 1.0 | 5 | 8 | -0.2 | -46 | 3 | -5 | 6
COc1cccc(NC(=O)CN(C)C(=O)c2cc3c(s2)CCCCC3)c1 | x | i | 1.0 | 4 | 28 | 3.0 | x | -4 | 11 | 5
O=C(Cn1c(=O)oc2cc(S(=O)(=O)N3CCCCCC3)ccc21)NC1CCCCCCC1 | -1 | x | -1.5 | 4 | 0 | -0.9 | 34 | 2 | -6 | -1
CC(C)CN(C(=O)c1cccc(Cl)c1)c1c(N)n(Cc2ccccc2)c(=O)[nH]c1=O | x | i | 0.3 | 0 | 13 | -1.0 | x | 1 | -8 | -3
CCOc1ccc(NC(=O)CN(C)C(=O)c2cc(S(=O)(=O)N(C)C)ccc2N2CCCC2)cc1OCC | x | i | 1.5 | 3 | 2 | -0.7 | x | -7 | 6 | -3
CCCCCN(C(=O)CCC(=O)OCC(=O)c1ccc(F)c(F)c1)c1c(N)n(CCCC)c(=O)[nH]c1=O | x | -5.0 | 1.9 | 2 | 7 | -0.8 | x | 2 | -10 | 0
COc1ccc(CNCC(O)(c2ccccc2)c2ccc(F)cc2)cc1 (stereo not drawn) | 3 | i | 0.8 | 3 | 3 | -0.1 | -12 | -2 | -11 | 2
Cc1ccc(NC(=S)NC(NC(=O)c2ccccc2)C(Cl)(Cl)Cl)c(C)c1 (stereo not drawn) | 8 | -0.4 | x | 4 | -10 | 2.2 | 12 | -64 | -3 | -2
Cc1cccc(CSc2nnc(C)c(=O)n2N)c1 | 1 | i | x | 1 | -1 | 0.0 | 21 | 7 | 1 | -6
Cc1nn(CC(=O)Nc2cccc(C(F)(F)F)c2)c(=O)c2cccn12 | 0 | -0.2 | 1.9 | 16 | -1 | -0.8 | -3 | -11 | 4 | 2
O=c1[nH]c(=O)n(Cc2ccco2)c(O)c1/C=N/N1CCCCC1 | 4 | -0.3 | -0.5 | -7 | 9 | -0.9 | 13 | -2 | x | -1
CCOc1ccc(NC(=O)CN(Cc2ccccc2)S(C)(=O)=O)cc1 | 3 | i | x | -4 | 4 | -0.8 | 13 | 7 | -17 | -2
Cc1ccc(-c2[nH]c(=S)[nH]c(=O)c2C#N)cc1 | 2 | -0.3 | 0.9 | -6 | -4 | -0.8 | 25 | -5 | -5 | 2
Cc1ccc(CNC(=S)N2CCOCC2)cc1 | 4 | i | 0.3 | 1 | 9 | 1.0 | 16 | 6 | 0 | -1
O=C(NCCc1ccccc1)C1CCN(S(=O)(=O)N2CCC3(CC2)OCCO3)CC1 | 0 | -0.9 | x | -4 | -4 | -1.0 | 2 | 10 | -14 | -2
CC1CCC(NC(=O)Cn2c(=O)oc3ccccc32)CC1 (stereo not drawn) | -6 | -0.3 | 1.4 | 0 | -2 | -0.6 | -3 | -4 | -41 | 2
C/C(=N\NC(=O)CNc1cccc(Cl)c1C)C1CC1 | 2 | -0.3 | -1.2 | 5 | 1 | 0.4 | 26 | 5 | x | -6
O=C(N/N=C/c1ccc(Br)o1)c1cccnc1 | 2 | -0.3 | -0.5 | 2 | 2 | -0.4 | -2 | -10 | x | 1
CN(C)CCCN(C(=O)c1cc(-c2cccs2)nc2ccccc12)c1nc2ccc(F)cc2s1 | 0 | -0.3 | 1.4 | -5 | 3 | 1.8 | -9 | 2 | 41* | 2
OCCC1CN(Cc2cccc3c2OCO3)CCN1Cc1ccccc1 (stereo not drawn) | 4 | -0.7 | -1.5 | 0 | 7 | -0.9 | -10 | 4 | -7 | -2
O=C1CSC(c2ccccn2)N1Cc1cn2ccccc2n1 (stereo not drawn) | 1 | -6.7 | x | -8 | -6 | -0.2 | 9 | 5 | -15 | -3
CS(=O)(=O)c1ccc2nc(NC(=O)c3ccc(N4CCCC4=O)cc3)sc2c1 | 2 | -2.8 | 0.5 | -12 | 10 | -1.1 | 19 | -10 | 0 | -7
COC(=O)C1C(O)=C(C=NC2CCCCC2)C(=O)CC1(C)C (stereo not drawn) | -1 | -0.8 | x | 1 | -2 | 1.3 | 18 | 7 | -3 | -1
Cc1ccc(-c2ccc(C)c(N)c2C)c(C)c1N | -1 | i | 0.7 | -17 | 5 | 0.2 | 8 | -4 | 11 | -7

Among those listed so far, 4 have a COOH group.
SMILES | SARS 3CLpro inh | BH1578 lux ind | TcdB inh | MazF activator | Y pestis TopoI | PfHsp40 yeast | DUSP3 inh | Rv3671c inh | SSB-PriA inh | Anthrax LF prot
CCC(CC)c1nc(NCCC(=O)O)c2ccccc2n1 | -9 | i | x | 0 | -4 | -1.1 | 29 | 8 | -4 | -1
C[C@H](CCC(=O)O)[C@H]1CC[C@H]2[C@@H]3CC[C@@H]4C[C@H](O)CC[C@]4(C)[C@H]3CC[C@]12C | x | 0.1 | 4.0 | -2 | 14 | 1.9 | x | -11 | -1 | 2
CCC(=O)N1CCc2cc(S(=O)(=O)CCC(=O)O)ccc21 | -2 | i | x | -3 | -3 | 0.1 | 23 | 2 | -21 | 0
O=C(O)C1CCCCC1C(=O)Nc1ccc2c(c1)OCO2 (stereo not drawn) | 1 | -3.1 | 1.3 | 9 | -7 | 0.2 | 6 | -1 | 5 | -4
